M. tuberculosis – growth inhibition of non-replicating M. tuberculosis (AID 488890); inhibition, % at 25 µM, or IC50 in µM where a hit was titrated; Mycobacterium tuberculosis non-replicating, growth inhibition; higher % means a stronger effect; actives 0.39% (n = 320,000); in the data active means a potency from the dose series; inconclusive means inhibition mostly from about 82% at the one dose, without a potency; inactive means the rest, 99 in 100 with inhibition below about 76%;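 further: plate controls were DMSO cells for no effect and high antibiotic wells for full effect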
H37Rv inhibition – M. tuberculosis growth inhibition, HTS (AID 449762); inhibition, % at 25 µM; hits with a dose series show IC50 in µM; actives 0.59% (n = 330,000); M. tuberculosis H37Rv growth inhibition, 7H9 media; higher % means a stronger effect; in the data active means a potency from the dose series; inconclusive means inhibition above about 70% without an active follow-up result;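 further: bacterial growth assessed after seven days of incubation; strong numbers were not always called active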
influenza NS1A – NS1A inhibition, H1N1 influenza, cell based functional assay (AID 504329) | NS1A functional cell-based assay, percent inhibition; higher % means a stronger effect | actives 0.3% (n = 340,000) | inhibition, % at 12.5 µM; hits with a dose series show IC50 in µM; in the data active means a potency from the dose series; inconclusive means inhibition above about 27% without an active follow-up result; further: strong numbers were not always called active
VEEV TC-83 Vero – inhibitors of VEEV TC-83 cytopathic effect, confirmation, Vero cells (AID 588727). actives 0.13% (n = 350,000). inhibition, % at 20 µM; hits with a dose series show IC50 in µM. Vero cells, VEEV TC-83 cytopathic effect inhibition; higher % means a stronger effect; in the data active means a potency from the dose series; inconclusive means inhibition mostly from about 14% at the one dose, without a potency; inactive means the rest, 99 in 100 with inhibition below about 12%; further: strong numbers were not always called active
Salmonella PhoP GFP – PhoP regulon inhibitors, Salmonella typhi PhoP promoter GFP reporter, confirmatory (AID 1850); one-dose inhibition, % at 50 µM; IC50 in µM for titrated hits; Salmonella Typhi PhoP-promoter GFP reporter, fluorescence, 4 h; higher % means a stronger effect; actives 0.33% (n = 310,000); in the data active means a potency from the dose series; inconclusive means inhibition mostly from about 25% at the one dose, without a potency; inactive means the rest, 99 in 100 with inhibition below about 19%;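 further: 0% = induced wells with vehicle and 100% = uninduced wells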
VEEV TC-83 Vero 10K pilot screen – also measured in VEEV TC-83 Vero; calls as there; inhibition, %; measured here: 10K pilot screen inhibition
An asterisk follows results filed as active; i = inactive; ? = inconclusive; · = no result given.

SMILES	M. tuberculosis	H37Rv inhibition	influenza NS1A	VEEV TC-83 Vero	Salmonella PhoP GFP	others
CN(CCOc1ccccc1)CC(=O)Nc1ccc(Br)cc1F	?	-2%	-2%	0.6%	-3%
CCCCCCCC(=O)N1CCN(c2cc3c(cc2F)c(=O)c(C(=O)O)cn3CC)CC1	73%	52%	-1%	3.2%	10%
C/C(=N/NC(=O)CNC(=O)c1cccs1)c1ccc(Cl)cc1	-13%	6%	9%	1.8%	-5%
Nc1ccccc1C(=O)N1CCCC1	-7%	-4%	-8%	0.2%	3%
CS(=O)(=O)N(Cc1ccccc1)c1ccccn1	14%	1%	1%	0.6%	2%
CC(C)(C)OC(=O)N[C@@H](/C=C/c1ccccc1)C(=O)OC(C)(C)C	23%	8%	-11%	i	·
C=CCn1c(SCC(=O)N(C)C2CCS(=O)(=O)C2)nnc1-c1ccccc1 (stereo not drawn)	14%	3%	3%	3.6%	-1%
O=C(NC12CC3CC(CC(C3)C1)C2)N1CCN(c2ccccc2)CC1	38%	?	2%	i	5%
CNC(=O)c1c(NC(=O)c2ccc3ncsc3c2)sc(C)c1C	·	·	-2%	12%	·
CC1CCCN(C(=O)c2ccc3c(=O)n(C4CCCC4)c(=S)[nH]c3c2)C1 (stereo not drawn)	3%	1%	1%	0.1%	-7%
O=C(Nc1ccc(F)cc1)N1CCN(c2nc3ccccc3s2)CC1	37%	5%	-16%	1.2%	-23%
COc1cccc(CN2CCNC(=O)C2CC(=O)NCc2cn3cccc(C)c3n2)c1OC (stereo not drawn)	-11%	-10%	14%	2.1%	5%

Already shown: entries from further up.
SMILES	M. tuberculosis	H37Rv inhibition	influenza NS1A	VEEV TC-83 Vero	Salmonella PhoP GFP	others
CC1CCCN(C(=O)c2ccc3c(=O)n(C4CCCC4)c(=S)[nH]c3c2)C1 (stereo not drawn)	3%	1%	1%	0.1%	-7%
O=C(Nc1ccc(F)cc1)N1CCN(c2nc3ccccc3s2)CC1	37%	5%	-16%	1.2%	-23%
COc1cccc(CN2CCNC(=O)C2CC(=O)NCc2cn3cccc(C)c3n2)c1OC (stereo not drawn)	-11%	-10%	14%	2.1%	5%

Next records
SMILES	M. tuberculosis	H37Rv inhibition	influenza NS1A	VEEV TC-83 Vero	Salmonella PhoP GFP	others
CC(C)CC(=O)N1CCN(c2ccc(NC(=O)c3ccco3)cc2)CC1	-7%	-1%	1%	8.0%	-3%
O=C(Nc1ccc(NS(=O)(=O)c2ccc([N+](=O)[O-])cc2)cc1)c1ccco1	-3%	-1%	-2%	4.6%	-9%
CCN(CC(=O)Nc1ccc(C#N)c(Cl)c1)CC(=O)NC(C)(C)C	7%	-7%	5%	i	0%
Cc1cccnc1Oc1ncccc1N	-4%	-1%	·	3.2%	-13%
CC(C)OC(=O)CSc1nnc(-c2cnccn2)n1-c1ccc(Cl)cc1	52%	-8%	-5%	i	6%	VEEV TC-83 Vero 10K pilot screen=0.3
O=C(c1c[nH]c(C(=O)C(Cl)(Cl)Cl)c1)c1ccccc1Cl	16%	3%	-14%	0.8%	-3%
COc1ccccc1C1=NOC(COC(=O)c2ccc([N+](=O)[O-])cc2)C1 (stereo not drawn)	i	34µM*	·	i	4%
COc1ccc(C(=O)N(NC(=O)Oc2ccccc2)C(C)(C)C)cc1	2%	1%	-19%	1.0%	-11%
COc1ccc(OCc2ccc(-c3nc4ccccc4c(=O)n3N)o2)cc1	-3%	-4%	-3%	8.6%	-2%
COc1ccc(-c2cc(C(F)(F)F)nc(SCCC(=O)N3CCOCC3)n2)cc1	-10%	1%	3%	3.5%	-11%
Cc1ccn2cc(C(=O)N3CCCC(Nc4ccc(F)cc4)C3)nc2c1 (stereo not drawn)	6%	-2%	-7%	3.5%	-6%
CC1(C)CC2CC(C)(CN2C(=O)c2ccccc2)C1 (stereo not drawn)	2%	-3%	1%	i	-5%
O=C(O)CCC(NC(=O)OCc1ccccc1)C(=O)O (stereo not drawn)	6%	2%	-3%	0.5%	-3%
Cc1cc(OCC(=O)Nc2ccncc2)ccc1Br	3.5µM*	?	-19%	6.9%	2%
Fc1ccc(N2CCN(C(c3cccs3)c3nnnn3C3CCCC3)CC2)cc1 (stereo not drawn)	17%	-6%	-4%	1.2%	-13%
c1coc(C2=NC(c3ccco3)C(c3ccco3)N2)c1 (stereo not drawn)	·	·	-11%	4.1%	·
Cc1noc(C)c1S(=O)(=O)N1CCC(C(=O)N2CCN(c3ccc(Cl)cc3)CC2)CC1	15%	-1%	7%	1.5%	0%
O=C(Nc1cccc(S(=O)(=O)N2CCCC2)c1)c1cc(-c2ccccn2)nc2ccccc12	11%	4%	-5%	4.8%	11%
COc1ccc(CCNC(=O)CSc2nc(C)cs2)cc1	25%	5%	-5%	i	-8%
CN(C)c1ccc(-c2ccc([C@H]3[C@@H]4C=CCC[C@@]4(C)C(=O)N3Cc3ccccc3)c(F)c2)cc1	23%	?	16%	i	8%
O=C(Cn1nnc2ccccc21)NNC(=S)NC1CCCCC1	-4%	-1%	-3%	0.3%	-1%
COc1ccc(Nc2nc(-c3cccc([N+](=O)[O-])c3)nc3ccccc23)cc1	23%	12%	16%	11%	-1%
O=C(CN(Cc1ccco1)C(=O)CNS(=O)(=O)c1ccc(Cl)cc1)NCc1ccco1	-5%	2%	7%	i	1%
O=C(c1ccc(Cl)c(NC2=NC3CS(=O)(=O)CC3S2)c1)N1CCN(c2ccccc2)CC1 (stereo not drawn)	7%	5%	7%	i	0%
O=C(CN1CCCCCC1)NCCc1ccc(F)cc1	-9%	6%	-6%	i	-1%
COC(=O)Cc1ccc(NC(=S)N2CCCCC2C)cc1 (stereo not drawn)	?	27%	-2%	2.2%	7%
COCC(=O)Nc1cc(C(=O)OC)cc(C(=O)OC)c1	-9%	4%	-8%	0.9%	-5%
CCCn1c(SCC(=O)N2CC(=O)Nc3ccccc32)n[nH]c1=O	10%	8%	-15%	0.0%	·
COc1ccc(-c2ccnc(SCC(=O)c3ccc(Br)cc3)n2)cc1	21%	6%	-11%	2.6%	8%
COc1ccc(NC(=O)CN2C(=O)NC(C)(c3ccc(C)cc3)C2=O)c([N+](=O)[O-])c1 (stereo not drawn)	-1%	2%	-6%	0.6%	-3%
CC1Cc2cc(/C(O)=C3/C(=O)C(=O)N(CCCn4ccnc4)C3c3ccncc3)ccc2O1 (stereo not drawn)	3%	-8%	1%	3.8%	-6%
O=C(Nc1nnc(SCc2c(Cl)cccc2Cl)s1)C1CCCO1 (stereo not drawn)	16%	-10%	19%	i	-12%
COc1ccc(Cc2c(O)nc(SC)n(C(C)=O)c2=O)cc1	9%	0%	-10%	0.6%	-5%
CCc1ccc(C(=O)Cc2cc3cccc(OC)c3oc2=O)cc1	-1%	7%	-2%	i	-5%
Cn1nc(C(C)(C)C)cc1C(=O)NNC(=O)c1cccc(Cl)c1	11%	-6%	-18%	2.8%	-3%
CC(C)(C)c1ccc(OCCn2ccccc2=O)cc1	15%	-3%	1%	3.3%	3%
COc1ccccc1NS(=O)(=O)c1cc(N=N/C(C(=O)Nc2ccc(Cl)cc2)=C(/C)O)ccc1C	-7%	-4%	-3%	4.2%	·
CCCC(=O)Nc1nc2ccc(NC(=O)c3ccc(Br)o3)cc2s1	26%	5%	-3%	8.5%	-1%
CCN1C(=O)/C(=C\N(C)C)c2ccccc21	-2%	-4%	0%	3.1%	5%
O=C(c1ccccc1)c1cccn1CC(=O)N1CCN(C2CCCCC2)CC1	-13%	0%	-1%	0.5%	7%
O=C(NCCN1CCCC(O)C1)c1cc(COc2c(F)cccc2F)on1 (stereo not drawn)	14%	2%	-5%	i	9%
COC(=O)c1cnn(-c2ccc(F)cc2F)c1/C=N/NC(N)=S	50%	-11%	0%	4.4%	7%
O=C(CCl)Nc1ccccc1C(=O)NCc1ccccc1	?	?	-14%	?	0%
NS(=O)(=O)c1ccc(NC(=O)CCC(=O)N2CCOCC2)cc1	-13%	-5%	-4%	1.6%	0%
Cc1ccc(S(=O)(=O)N(CC(=O)NCCSCc2ccco2)c2cc(C)ccc2C)cc1	-4%	1%	-11%	3.8%	8%
CC(=O)OC1CC(C)(C)N(OC(=O)CCCN2C(=O)c3ccccc3C2=O)C(C)(C)C1	-11%	-3%	4%	i	1%	VEEV TC-83 Vero 10K pilot screen=0.0
O=C(C1=C(O)C(=O)N(CCOCCO)C1c1cccs1)c1cccs1 (stereo not drawn)	-5%	-12%	3%	0.2%	10%
COc1ccc(N2CCN(C(=O)CCS(=O)(=O)c3ccc4c(c3)CCN4C(=O)C3CC3)CC2)cc1	13%	9%	11%	2.4%	-6%
CSc1ccc(COC(=O)CCS(=O)(=O)c2ccc(C)cc2)cc1	i	-2%	-3%	1.6%	-6%
CC(=O)c1cccc(NC(=O)COC(=O)C2CCCN2C(=O)c2cccs2)c1 (stereo not drawn)	3%	1%	-11%	i	·
COc1cccc(CN2CC(C(=O)NCCOc3ccccc3F)CCC2=O)c1 (stereo not drawn)	3%	-1%	-1%	5.8%	-1%
O=C(Nc1nnc(-c2ccco2)o1)c1cccc(N2C(=O)CCC2=O)c1	-4%	-6%	9%	0.8%	-20%
CC(C)N(C(=O)[C@H]1C[C@H](CC(=O)NCCC2=CCCCC2)C(=O)N2CCc3c([nH]c4cc(CCC(=O)N(C)C)ccc34)[C@]12C)C(C)C	·	·	-5%	i	·
CCC(=O)NCCCc1nc(-c2ccccc2)no1	-13%	-5%	-11%	2.9%	-2%
O=C1CCCC2=C1C(c1ccc(O)c(O)c1)Nc1ccc3ncccc3c12 (stereo not drawn)	-7%	-1%	0%	2.4%	1%
Cc1ccccc1NC1=NC(C)(C)N=C(N)N1	-7%	-6%	11%	i	2%	VEEV TC-83 Vero 10K pilot screen=0.8
Cc1cccc(C)c1NC(=O)C(NC(=O)c1ccccn1)c1ccc([N+](=O)[O-])cc1 (stereo not drawn)	-2%	5%	9%	0.2%	3%
Nn1cnc2c(c1=O)C1(CCCCC1)Cc1ccccc1-2	23%	14%	3%	i	-2%
C/C(=N\O)c1cc(Cl)cc(Cl)c1O	·	3%	3%	2.2%	4%
COc1ccc(-c2nc(CCl)cs2)cc1OC	21%	2%	-15%	?	13%

More records follow.
SMILES	M. tuberculosis	H37Rv inhibition	influenza NS1A	VEEV TC-83 Vero	Salmonella PhoP GFP	others
O=C(NC1CCCCCC1)c1c(F)c(F)c(F)c(F)c1F	68%	11%	17%	7.2%	9%
Cc1ccc(S(=O)(=O)Nc2ccc3c(c2)C(=O)N([C@H](C)CO)C[C@H](C)[C@@H](CN(C)Cc2ccccc2)O3)cc1	18%	9%	3%	3.3%	·
C=CCn1c(O)c(C(C)=NCCCn2ccnc2)c(=O)[nH]c1=O	-18%	-5%	4%	i	3%
O=C(NC1CCCC1)C1CCN(S(=O)(=O)N2CCCCC2)CC1	4%	-6%	23%	i	-10%
Cn1c(SCC(=O)NC2CCCCC2)nnc1-c1cccc(N)c1	16%	13%	1%	0.4%	0%
Cc1cc(F)ccc1S(=O)(=O)Nc1ccccc1C(=O)NCc1ccccn1	32%	-3%	-17%	3.6%	4%
COc1ccc(-c2noc(CSc3nc(N)c(-c4ccccc4)c(=O)[nH]3)n2)cc1	45%	15%	-2%	1.0%	-6%
CN(C)c1ccc(-c2nnc(-c3cccnc3)o2)cc1	-4%	1%	-5%	11%	6%
Nc1ccc(-c2nc3c(Cl)c(N)ccc3[nH]2)cc1	-17%	·	3%	0.4%	-7%
Cc1ccnc(NC(=O)c2cccc(S(=O)(=O)N3CCN(c4ccc(F)cc4)CC3)c2)c1	53%	19%	4%	4.3%	2%
CCN1CCc2c(C#N)c(N3CCOCC3)nc(NCc3ccccc3)c2C1	·	·	2%	2.7%	-1%
CC(=O)c1ccc(N(CC(=O)NC2CCCC2)C(=O)CNC(=O)c2ccco2)cc1	7%	-3%	6%	0.9%	7%

Structures above that contain a thiophene ring, fused or not, in the order listed:
SMILES	M. tuberculosis	H37Rv inhibition	influenza NS1A	VEEV TC-83 Vero	Salmonella PhoP GFP	others
C/C(=N/NC(=O)CNC(=O)c1cccs1)c1ccc(Cl)cc1	-13%	6%	9%	1.8%	-5%
CNC(=O)c1c(NC(=O)c2ccc3ncsc3c2)sc(C)c1C	·	·	-2%	12%	·
Fc1ccc(N2CCN(C(c3cccs3)c3nnnn3C3CCCC3)CC2)cc1 (stereo not drawn)	17%	-6%	-4%	1.2%	-13%
O=C(C1=C(O)C(=O)N(CCOCCO)C1c1cccs1)c1cccs1 (stereo not drawn)	-5%	-12%	3%	0.2%	10%
CC(=O)c1cccc(NC(=O)COC(=O)C2CCCN2C(=O)c2cccs2)c1 (stereo not drawn)	3%	1%	-11%	i	·

Bioassay records deposited in PubChem by Southern Research Specialized Biocontainment Screening Center.
